# aDG glyco up: increases alpha dystroglycan glycosylation. Pro5-aDG cells, alpha-DG glycosylation AlphaScreen (IIH6); 0% Pro5, 100% B10-LARGE cell signal. activation, % at 10 µM. 0.22% of 360,000 active;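 active means activation of at least 8% versus controls, or a plate z-score of at least 8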;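 further: Pro5 are CHO cells carrying HIG-tagged alpha-DG that lacks glycosylation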
# Vif inh: inhibitors of HIV Vif; HEK293T cells, Vif self-association by quenched fluorescence, imaging, 24 h; 0.35% of 340,000 active; inhibition, % at 7.49 µM; AID 602346; in the data active means inhibition above about 50%, passing the limit was not always enough; further: some results filed as inactive read as strong as hits
# PDI turbidity: inhibitors of human protein disulfide isomerase; P07237; PDI insulin aggregation turbidity, A650, 90 min; inhibition, % at 10 µM; 0.052% of 350,000 active;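 active means mean inhibition across replicates of 30% or more, whatever share of single replicates reach that level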;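 further: absorbance from insulin aggregation driven by PDI reduction with DTT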
# Target sequence (P07237 whole entry, looked up): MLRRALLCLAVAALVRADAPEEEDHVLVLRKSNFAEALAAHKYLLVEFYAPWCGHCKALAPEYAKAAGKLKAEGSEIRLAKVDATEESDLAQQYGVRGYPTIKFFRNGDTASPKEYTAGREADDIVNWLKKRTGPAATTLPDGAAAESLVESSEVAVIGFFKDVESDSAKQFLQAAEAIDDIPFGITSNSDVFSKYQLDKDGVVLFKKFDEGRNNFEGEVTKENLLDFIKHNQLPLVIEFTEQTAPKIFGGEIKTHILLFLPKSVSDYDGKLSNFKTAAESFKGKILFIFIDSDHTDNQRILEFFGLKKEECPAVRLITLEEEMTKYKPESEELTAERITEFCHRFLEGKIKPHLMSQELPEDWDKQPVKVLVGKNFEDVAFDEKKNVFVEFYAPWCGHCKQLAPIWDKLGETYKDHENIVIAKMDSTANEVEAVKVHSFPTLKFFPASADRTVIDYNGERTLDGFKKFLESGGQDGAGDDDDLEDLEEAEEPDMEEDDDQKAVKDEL
# hiPSC survival: hiPSC single-cell survival enhancement. ATPlite luminescence; 100% = ROCK inhibitor wells, 0% = DMSO. survival enhancement, % at 20 µM. 0.044% of 360,000 active. AID 602274; in the data active means survival enhancement above about 18%;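 further: cells exposed to compounds for 16 hours before the ATP read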
# Granule exo inh: lytic granule exocytosis inhibition; TALL-104 LAMP-1 surface exposure, flow cytometry; cells stimulated with thapsigargin and PMA; inhibition, % at 10 µM; 0.66% of 360,000 active;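 active means inhibition above about 55%, limit read from the data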
# Peg3 promoter: inhibitors of Peg3 promoter. HeLa PEG-Prom luciferase reporter, luminescence, overnight. inhibition, % at 20 µM. 1.7% of 360,000 active;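 active means inhibition of at least 50% at 20 µM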
# TRPM1 prom inh: inhibitors of MITF-driven TRPM1 promoter in melanoma cells; SK-MEL-5 TRPM1 promoter luciferase, 24 h; inhibition, % at 12.5 µM; 0.83% of 330,000 active;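 active means mean inhibition across replicates of 60% or more, whatever share of single replicates reaches that level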; further: values of inactives mirror those of a sister screen read the other way
# HIF-2a inh: HIF-2a inhibition; 786-0 RCC cells HIF-2a reporter, luciferase luminescence, overnight; inhibition, % at 18.8 µM; 0.72% of 360,000 active;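 active means inhibition of the luminescence signal of 40% or more relative to plate controls, in a single-dose primary screen at 18.75 µM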
# NR2E3 ag-1: NR2E3 (human) agonism; Q9Y5X4; GST-NR2E3/biotin-RetCOR TR-FRET, 1536-well; 0.12% of 320,000 active; AID 2300; inhibition of corepressor binding, % at 4.78 µM;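 active means percent inhibition above the cutoff of mean plus 3 SD of all tested compounds, set per screening campaign, cut at about 20% in these data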;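 further: 0% = DMSO wells and 100% = biotin wells as full block of FRET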
# Target sequence (Q9Y5X4 whole entry, looked up): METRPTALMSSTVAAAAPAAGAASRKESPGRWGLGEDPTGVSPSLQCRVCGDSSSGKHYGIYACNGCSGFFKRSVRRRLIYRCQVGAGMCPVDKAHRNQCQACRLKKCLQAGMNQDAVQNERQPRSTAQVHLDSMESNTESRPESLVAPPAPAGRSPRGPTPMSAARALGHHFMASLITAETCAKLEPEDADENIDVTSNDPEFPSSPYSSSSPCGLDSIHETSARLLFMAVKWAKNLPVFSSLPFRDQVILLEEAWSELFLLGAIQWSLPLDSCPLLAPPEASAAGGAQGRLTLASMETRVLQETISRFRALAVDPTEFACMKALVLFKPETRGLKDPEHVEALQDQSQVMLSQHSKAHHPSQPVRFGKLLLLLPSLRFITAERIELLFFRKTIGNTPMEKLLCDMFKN
#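 Material – GST-tagged NR2E3 plus biotinylated RetCOR corepressor · Quantity – NR2E3 fusion 1.35 nM · Times – 5 h incubation at 4 °C · Medium – pH 7.5 Tris-based buffer · Technique – TR-FRET, Eu(K)-anti-GST donor, streptavidin-D2 acceptor, ex 340, em 617/671 nm · Benchmarks – high control biotin, low control 0.6% DMSO · Format – 1536-well plates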
# CaV13 ICDI inh: Disruptors of the CACNA1D IQ motif to Ca2+-dependent inactivation inhibitor domain association, primary screening, Förster resonance energy transfer in intact living …; 0.098% of 340,000 active; inhibition, % at 12.3 µM; HEK cells, CFP/YFP FRET ICDI-IQ, plate reader, 10 min; percent FRET-ratio fall versus neutral wells;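 active means mean replicate inhibition of at least 30% and at least 1% of replicates passing that level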;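 further: 0% = median of the neutral control wells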
# NR2E3 ag-2: activates human NR2E3 receptor; 0.35% of 360,000 active; inhibition of corepressor binding, % at 3.98 µM; Q9Y5X4; AID 602229; CHO-S Gal4-NCOR/VP16-NR2E3 two-hybrid, luciferase;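 active means inhibition above the mean of all tested compounds plus 3 SD, cut at about 70% in these data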;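 further: 0% = DMSO with NR2E3 transfected cells and 100% = cells lacking NR2E3 construct; higher means lower luciferase signal from less NR2E3 corepressor binding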
# * = called active by the depositor; / = no result given.
# Order of values – aDG glyco up | Vif inh | PDI turbidity | hiPSC survival | Granule exo inh | Peg3 promoter | TRPM1 prom inh | HIF-2a inh | NR2E3 ag-1 | CaV13 ICDI inh | NR2E3 ag-2
CC(=O)c1ccccc1NC(=O)c1ccc2c(c1)NC(=O)C(C)S2 (stereo unspecified)
    -0.1 | -13 | -5 | 1.4 | -3 | -160 | -57 | -219 | 1 | -6 | -55
Cc1ccc(S(=O)(=O)N2CCN(C(=O)c3cc(=O)[nH]c4ccccc34)CC2)c(C)c1
    -0.2 | -1 | 0 | 1.1 | -1 | 20 | 0 | 28 | 0 | -6 | 13
CCn1cnc2c1c(=O)n(Cc1cccc([N+](=O)[O-])c1)c(=O)n2Cc1ccccc1
    -0.2 | 12 | 10 | -0.5 | 19 | 33 | -11 | 27 | 5 | -1 | -5
CCN(Cc1ccccc1)S(=O)(=O)c1c(N)n(C)c(=O)n(C)c1=O
    0.0 | 2 | 6 | -0.1 | -1 | -3 | 11 | -10 | -2 | -3 | 0
CCN(Cc1ccccc1)C(=O)c1nn(-c2ccc(OC)cc2)c(=O)c2c1c1ccccc1n2C
    -0.2 | -4 | -1 | 7.9 | 3 | 68* | 2 | 20 | 2 | -2 | 14
O=C(COc1ccc(Cl)cc1)NCCS(=O)(=O)N1CCN(c2ccccc2F)CC1
    0.0 | -4 | -15 | 0.0 | -2 | 13 | 9 | 15 | 1 | -2 | -10
CCOc1ccc(NC(=O)C2CCCN(S(=O)(=O)c3ccc4c(c3)CCCN4C(C)=O)C2)cc1 (stereo unspecified)
    0.0 | 2 | -9 | -0.6 | 0 | 6 | 7 | 9 | -1 | -4 | 2
CCOc1cc(NC(=S)NCCCN2CCOCC2)c(OCC)cc1NC(=O)c1ccccc1
    0.6 | -5 | -3 | -0.5 | -1 | 2 | 8 | 9 | 1 | -3 | -6
CN(C)c1cc(Nc2cccc(O)c2)c([N+](=O)[O-])c2nonc12
    -0.1 | 4 | 5 | -0.6 | -1 | 19 | 12 | 22 | 5 | -2 | -9
O=C(COC(=O)c1cccs1)NCc1ccco1
    0.1 | 32 | 8 | 2.1 | -3 | -5 | 13 | 0 | 2 | / | -5
CCN(CC(=O)NCc1ccc(Cl)cc1)C(=O)CSc1cccc(C(F)(F)F)c1
    0.4 | -1 | 14 | 0.0 | -1 | 27 | 7 | 7 | -2 | -6 | 0
Cc1nc2ccccc2n1/N=C/c1ccc([N+](=O)[O-])s1
    1.1 | / | 0 | -3.4 | 1 | 43 | 82* | -8 | 4 | -5 | -1
N#Cc1nc(Cc2cccc3ccccc23)oc1NCCN1CCCCC1
    1.0 | -7 | -1 | -0.1 | -3 | 5 | -11 | 16 | 1 | -8 | -17
O=C(CCn1cccn1)N1CCCC(Nc2ccc(F)c(F)c2)C1 (stereo unspecified)
    0.9 | / | -1 | 2.3 | -1 | 3 | / | 6 | / | -13 | -18
Cc1ccccc1C(=O)Nc1nnc(-c2ccc(C(C)(C)C)cc2)s1
    -0.1 | 5 | -13 | -0.2 | -5 | -43 | -9 | -69 | -4 | -5 | -23

# A portion from further up:
# Order of values – aDG glyco up | Vif inh | PDI turbidity | hiPSC survival | Granule exo inh | Peg3 promoter | TRPM1 prom inh | HIF-2a inh | NR2E3 ag-1 | CaV13 ICDI inh | NR2E3 ag-2
CCOc1ccc(NC(=O)C2CCCN(S(=O)(=O)c3ccc4c(c3)CCCN4C(C)=O)C2)cc1 (stereo unspecified)
    0.0 | 2 | -9 | -0.6 | 0 | 6 | 7 | 9 | -1 | -4 | 2
CCOc1cc(NC(=S)NCCCN2CCOCC2)c(OCC)cc1NC(=O)c1ccccc1
    0.6 | -5 | -3 | -0.5 | -1 | 2 | 8 | 9 | 1 | -3 | -6
CN(C)c1cc(Nc2cccc(O)c2)c([N+](=O)[O-])c2nonc12
    -0.1 | 4 | 5 | -0.6 | -1 | 19 | 12 | 22 | 5 | -2 | -9
O=C(COC(=O)c1cccs1)NCc1ccco1
    0.1 | 32 | 8 | 2.1 | -3 | -5 | 13 | 0 | 2 | / | -5
CCN(CC(=O)NCc1ccc(Cl)cc1)C(=O)CSc1cccc(C(F)(F)F)c1
    0.4 | -1 | 14 | 0.0 | -1 | 27 | 7 | 7 | -2 | -6 | 0
Cc1nc2ccccc2n1/N=C/c1ccc([N+](=O)[O-])s1
    1.1 | / | 0 | -3.4 | 1 | 43 | 82* | -8 | 4 | -5 | -1
N#Cc1nc(Cc2cccc3ccccc23)oc1NCCN1CCCCC1
    1.0 | -7 | -1 | -0.1 | -3 | 5 | -11 | 16 | 1 | -8 | -17

# Further structures follow.
# Order of values – aDG glyco up | Vif inh | PDI turbidity | hiPSC survival | Granule exo inh | Peg3 promoter | TRPM1 prom inh | HIF-2a inh | NR2E3 ag-1 | CaV13 ICDI inh | NR2E3 ag-2
COC(=O)C1CN(S(=O)(=O)c2cc(OC)ccc2OC)CCS1 (stereo unspecified)
    -0.1 | -1 | 0 | -0.3 | 5 | 13 | 6 | 2 | 2 | -5 | 9
CC1CC(c2ccccc2)n2nc(NC(=O)c3cccs3)nc2N1 (stereo unspecified)
    -0.3 | -2 | 22 | -0.4 | -6 | -2 | -4 | 1 | 0 | 0 | -15
CCN(CC(=O)Nc1ccc2c(c1)OCCO2)C(=O)c1cccc(S(=O)(=O)N2CCOCC2)c1
    0.2 | 6 | 6 | 9.8 | -2 | -8 | -12 | 14 | -2 | -4 | -32
O=C(CSc1nccc2ccccc12)N1CCN(c2ccccn2)CC1
    0.0 | 3 | -10 | 0.9 | 0 | -33 | -9 | -41 | -1 | -5 | -19
COc1ccc(NC(=O)N(C)C[C@H]2Oc3c(NC(=O)NC(C)C)cccc3C(=O)N([C@H](C)CO)C[C@@H]2C)cc1
    -0.2 | 5 | 14 | 2.0 | -2 | -11 | -5 | -11 | / | -3 | 18
CCOC(=O)c1nnn(-c2nonc2-n2cccc2)c1C
    -0.1 | 4 | 2 | -0.7 | 1 | 4 | 6 | 13 | 6 | -1 | -21
CC(=O)Oc1ccc(N2C(=O)C3C4C=CC(C5CC45)C3C2=O)cc1[N+](=O)[O-] (stereo unspecified)
    -0.2 | 5 | -22 | 0.7 | -1 | -6 | 5 | 13 | 2 | -18 | -22
COc1cccc(C2CC(=O)Nc3cc(OC)c(OC)c(OC)c32)c1OC (stereo unspecified)
    -0.2 | -3 | 15 | 0.2 | 1 | 9 | 5 | -11 | 0 | 0 | -23
O=C(NCc1ccccc1)/C(=C/c1ccc([N+](=O)[O-])cc1)NC(=O)c1ccco1
    0.2 | 27 | 8 | -0.5 | 6 | -1 | / | 9 | -3 | -4 | -8
CC(NC(=O)c1ccccc1N)c1ccccc1 (stereo unspecified)
    0.1 | 13 | -1 | 0.5 | 1 | -1 | 6 | 6 | 0 | -9 | -17
COc1cccc(-n2c([S-])c(C(=O)Nc3ccc(S(=O)(=O)N4CCOCC4)cc3)[n+]3cc(C(N)=O)ccc23)c1
    -0.2 | -13 | 4 | -0.3 | 4 | 12 | -12 | -3 | -2 | -2 | -6
COc1ccc(-c2[nH]ncc2/C=N\NC(=O)c2cccs2)cc1OC
    0.0 | -1 | -3 | -0.4 | -16 | 9 | -3 | 10 | / | / | -34
CCOC(=O)N1CCC(=C2c3ccc(Cl)cc3CCc3cccnc32)CC1
    0.3 | -7 | -4 | -0.7 | / | 28 | 24 | 5 | 2 | -5 | -31
CC(/C=N/NC(=O)c1cc(-c2cccnc2)nc2c1c(C)nn2-c1ccccc1)=C\c1ccccc1
    -0.4 | -6 | 8 | 0.8 | 6 | 51* | 2 | 15 | -1 | -5 | -6
S=C1SCN(Cc2cccnc2)CN1Cc1cccnc1
    0.1 | -2 | -5 | 0.1 | -4 | 67* | 32 | 7 | -3 | -19 | -1

# Further structures:
Compound	aDG glyco up	Vif inh	PDI turbidity	hiPSC survival	Granule exo inh	Peg3 promoter	TRPM1 prom inh	HIF-2a inh	NR2E3 ag-1	CaV13 ICDI inh	NR2E3 ag-2
COCCn1c(SCC(=O)Nc2cc(C)cc(C)c2)nnc1C(C)C	0.0	/	-3	1.6	-4	5	3	13	1	-4	4
O=C(c1ccc2c(=O)n(Cc3ccc4c(c3)OCO4)c(=S)[nH]c2c1)N1CCCCC1	0.2	/	-1	-4.3	0	13	8	11	2	-7	-15
CCc1nc(SCC(=O)N2CC(=O)Nc3ccccc32)c2c(C)c(C)sc2n1	-0.1	-2	1	-1.4	7	40	11	-7	3	-8	-4
O=C(N/C=C\c1ccccc1)NCc1ccc(Cl)cc1	0.3	9	0	-2.4	-1	22	11	9	0	/	0
O=C(c1ccc(S(=O)(=O)Cc2cc(F)ccc2F)c([N+](=O)[O-])c1)N1CCCCC1	1.7	-2	-2	-3.0	-1	20	39	8	1	-16	13
CCOc1ccc(C(=O)NCC(=O)N2CCN(Cc3ccccc3)CC2)cc1	0.0	-4	-4	-0.5	-4	10	10	2	/	-7	7
O=C(CO/N=C/c1ccc(OC(F)F)cc1)NC1CCCCC1	0.0	-6	6	-1.1	-2	-3	2	7	3	3	-11
CCOC(=O)c1cnc2c(-c3ccccc3)c(-c3ccccc3)nn2c1C	0.2	34	0	1.1	-14	19	5	-10	-1	-11	-5
Cc1noc(NS(=O)(=O)c2ccc(NC(=O)CSc3nc4c(cc3C#N)CCC4)cc2)c1C	0.1	2	9	-1.4	-5	-8	-7	-18	3	4	8
Fc1ccccc1NC(=S)N1CCN(Cc2ccccc2)CC1	-0.2	-1	7	1.8	17	-9	12	4	-1	-20	-10
COc1ccc(NC(=O)CSc2nc3nc(C)cc(C)c3c(=O)[nH]2)cc1	-0.3	-4	9	-0.4	-3	18	6	8	-2	-2	12

# Profiles, quoted from the list:
# `O=C(N/C=C\c1ccccc1)NCc1ccc(Cl)cc1` across the screens: aDG glyco up = 0.3; Vif inh = 9; PDI turbidity = 0; hiPSC survival = -2.4; Granule exo inh = -1; Peg3 promoter = 22; TRPM1 prom inh = 11; HIF-2a inh = 9; NR2E3 ag-1 = 0; CaV13 ICDI inh = /; NR2E3 ag-2 = 0
# `CCOC(=O)c1cnc2c(-c3ccccc3)c(-c3ccccc3)nn2c1C` across the screens: aDG glyco up = 0.2; Vif inh = 34; PDI turbidity = 0; hiPSC survival = 1.1; Granule exo inh = -14; Peg3 promoter = 19; TRPM1 prom inh = 5; HIF-2a inh = -10; NR2E3 ag-1 = -1; CaV13 ICDI inh = -11; NR2E3 ag-2 = -5
